# HEK293 tox = cytotoxic in the GLP-1 receptor inverse agonist counter-screen | HEK293 cAMP-luciferase reporter cells, luminescence, 24 h | 410,000 compounds, 0.13% hits | AID 624418 | Potency, µM (highest dose often 38.3 µM), without a hit: at the highest dose activity change, negative = inhibition, usual class: inhibitors;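 also: loss of luciferase light is scored as toxicity; potency is read from the fitted curve at half-maximal effect; % is scaled to controls: 0 for no effect and ±100 for the full control effect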
#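 Step one: seed cells (200 cells/uL, DMEM with 10% Nu serum, 1% pen-strep). Step two: 12-hour incubation at 37 deg C. Step three: pin 23 nL compound, incubate 24 hr. Step four: add luciferase reagent, read luminescence 12 min later.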
# aSyn rescue = rescues yeast growth from alpha-synuclein toxicity; 370,000 compounds, 0.14% hits; AID 652106; Yeast expressing alpha-synuclein, growth rescue, BacTiter-Glo, 24 h; Potency, µM (series often up to 46.1 µM), inactives show at the highest dose growth rescue (activation), actives largely listed as activators; also: potency is read from the fitted curve at half-maximal effect; % of control where 0% means no effect; nearly all actives have a fitted effect of over 65% in size
#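 Rescue of yeast growth: cells expressing toxic alpha-synuclein, induced in galactose at OD600 0.02, incubated with compound 24 h at 30 C. ATP luminescence quantified growth; inhibitors of toxicity appear as activators.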
# Abeta yeast res = A-beta toxicity reversal in yeast; Potency, µM (highest dose often 46.1 µM), for the others: at the highest dose growth rescue, usual class: activators; yeast expressing A-beta42, growth rescue, OD600, 48 h; response scale: 0% DMSO, 100% iron-clioquinol control; 410,000 compounds, 0.063% hits; also: potency is read from the fitted curve at half-maximal effect; nearly all actives have a fitted effect of over 55% in size
#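 Yeast A-beta toxicity model in growth medium with pinned compounds, 48 h at 30 C; growth read as absorbance at 600 nm. Normalized to FeCl3/clioquinol equimolar mix (positive) and DMSO (negative).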
# Akt phos inh = blocks phosphorylation of Akt; Neuro2A IGF-stimulated pAkt S473 HTRF, 20 min; stronger effect = lower value; activity change, % for hits at 50 µM; 360,000 compounds, 0.32% hits; AID 651550; in the data active = activity change below about -80%; inconclusive = mostly about -51% to -80%; also: % is scaled to controls: 0 for no effect and ±100 for the full control effect
#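 Neuro2A cells in DMEM with 0.5% FBS, overnight at 37 deg C, given compound at single 50 µM final, then IGF (6 nM final) for 20 min at 37 deg C. Lysed; phospho-Akt Ser473 by HTRF after 24 h, 665/615 ratio.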
# GLP1R inv ag = acts as inverse agonist at human GLP-1 receptor; HEK293 GLP-1R CRE-luciferase, luminescence, 24 h; GLP-1R form is constitutively active; Potency, µM (titrated, usually from 38.3 µM), inactives show top-dose activity change, negative = inhibition, actives largely listed as inhibitors; 410,000 compounds, 1.6% hits; AID 624417; also: potency is read from the fitted curve at half-maximal effect; % is scaled to controls: 0 for no effect and ±100 for the full control effect; nearly all actives have a fitted effect of over 55% in size
# Target sequence (P43220 whole entry, looked up): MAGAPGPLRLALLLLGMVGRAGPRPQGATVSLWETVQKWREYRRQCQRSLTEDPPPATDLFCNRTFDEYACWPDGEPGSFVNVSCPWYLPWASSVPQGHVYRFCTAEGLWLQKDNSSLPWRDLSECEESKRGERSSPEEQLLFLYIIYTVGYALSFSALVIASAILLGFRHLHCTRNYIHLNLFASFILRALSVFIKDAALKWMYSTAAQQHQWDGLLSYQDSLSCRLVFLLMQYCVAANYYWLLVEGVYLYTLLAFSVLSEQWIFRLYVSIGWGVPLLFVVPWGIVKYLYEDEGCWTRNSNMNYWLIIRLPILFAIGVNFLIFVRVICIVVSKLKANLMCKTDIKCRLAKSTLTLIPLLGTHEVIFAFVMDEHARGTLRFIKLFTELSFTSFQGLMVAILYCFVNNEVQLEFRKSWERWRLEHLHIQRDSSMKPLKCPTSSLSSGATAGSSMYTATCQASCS
#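 Using stably transfected HEK293 (constitutively active GLP-1R, cAMP-luciferase reporter), compounds were incubated 24 hr and luciferase measured by luminescence.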
# TDP-43 yeast inh = inhibitors of TDP-43 toxicity in yeast | Potency, µM (highest dose often 46.1 µM), without a hit: at the top dose growth rescue (activation), actives largely listed as activators | TDP-43 expressing yeast growth rescue, BacTiter-Glo, 24 h | 410,000 compounds, 1.8% hits; also: potency is read from the fitted curve at half-maximal effect; % of control where 0% means no effect; nearly all actives have a fitted effect of over 50% in size
#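 Yeast cells expressing TDP-43 under galactose induction are exposed to compounds for 24 hr at 30 deg C. BacTiter-Glo luminescence measures growth, so protective compounds score as activators.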
# PTHR1 agonist = agonists of human PTHR1 parathyroid hormone receptor | Potency, µM (top dose mostly 115 µM), for the others: at the highest dose activation, actives largely listed as activators | Q03431 | AID 743266 | 410,000 compounds, 0.075% hits | HEK293 GP2 PTHR1 cells, GloSensor cAMP luminescence, 1 h; also: potency is read from the fitted curve at half-maximal effect; nearly all actives have a fitted effect of over 55% in size; some results filed as inactive show a strong effect at the top dose; inactives centre near -15; many of its hits are not listed in these tables
# Target sequence (Q03431 whole entry, looked up): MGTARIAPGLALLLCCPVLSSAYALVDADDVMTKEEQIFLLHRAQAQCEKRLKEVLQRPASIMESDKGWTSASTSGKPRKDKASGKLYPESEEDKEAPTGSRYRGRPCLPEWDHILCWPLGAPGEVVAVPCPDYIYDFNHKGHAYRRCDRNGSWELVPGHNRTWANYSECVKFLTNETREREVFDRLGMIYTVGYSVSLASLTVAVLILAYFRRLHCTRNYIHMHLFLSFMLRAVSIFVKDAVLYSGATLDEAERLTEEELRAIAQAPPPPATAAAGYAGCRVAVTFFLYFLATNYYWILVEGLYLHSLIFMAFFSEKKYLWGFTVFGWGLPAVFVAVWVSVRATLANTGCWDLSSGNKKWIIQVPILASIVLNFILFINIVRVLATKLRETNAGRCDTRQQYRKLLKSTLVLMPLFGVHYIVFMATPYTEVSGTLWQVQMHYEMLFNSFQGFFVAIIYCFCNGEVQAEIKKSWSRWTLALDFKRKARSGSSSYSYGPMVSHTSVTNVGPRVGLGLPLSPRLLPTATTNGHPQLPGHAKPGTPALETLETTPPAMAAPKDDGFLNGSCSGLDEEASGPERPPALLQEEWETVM
#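 HEK-293-derived GP2 cells expressing PTHR1 and a GloSensor cAMP reporter, 3,000/well, plated overnight, given luciferin plus IBMX (each 0.5 mM as added) for 1 h at 37 °C, then compound for 1 h at 37 °C. Luminescence was read after 15 min at room temperature.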
# MmCpn inh = inhibitors of Methanococcus maripaludis chaperonin (MmCpn); 330,000 compounds, 0.031% hits; purified Mm-Cpn ATPase, ADP Transcreener TR-FRET; AID 504842; Potency, µM (doses to about 76.9 µM), inactives show top-dose activity, negative = inhibition, most hits filed as inhibitors; also: potency is read from the fitted curve at half-maximal effect; % is scaled to controls: 0 for no effect and ±100 for the full control effect; nearly all actives have a fitted effect of over 80% in size
#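 ATPase turnover read by TR-FRET ADP competition (Eu cryptate antibody/ADP-d2, 665/590 nm): 10uM ATP final, 25nM Mm-CPN final, 30 min 37degC after 10-min compound preincubation, pH 7.4 Tris/KCl/MgCl2/DTT buffer.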
# FUS yeast rescue = suppressors of FUS proteinopathy in yeast | S. cerevisiae FUS-expressing, growth rescue, OD600, 24 h | Potency, µM (series often up to 76.6 µM), without a hit: top-dose growth rescue (activation), most hits filed as activators | 390,000 compounds, 0.24% hits | AID 1347120;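 also: potency is read from the fitted curve at half-maximal effect; plate controls were DMSO vehicle for no effect and reference control for full effect; nearly all actives have a fitted effect of over 55% in size; some results filed as inactive show a strong effect at the top dose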
#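 Yeast expressing FUS under galactose induction, OD 0.005 in 2% galactose medium; compounds in a dilution series, 24 h at 30C. Growth rescue by absorbance at 600 nm; CP55940 positive control, DMSO negative.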
# * hit, by the source's call; i = inactive; ? = inconclusive; . = no result given; [ ] = dose if it differs, or a comment. Unless noted, calls follow the shape of the dose curve; as a rule, active = well fitted curve in the direction sought with a large enough effect; inconclusive = small, poorly fitted or top-dose-only effect, or another doubt; inactive = no such curve, though single readings can be large; an effect the other way counts as inactive or inconclusive. The list is partial, so the mix of outcomes need not match the whole.
SMILES,HEK293 tox,aSyn rescue,Abeta yeast res,Akt phos inh,GLP1R inv ag,TDP-43 yeast inh,PTHR1 agonist,MmCpn inh,FUS yeast rescue
O=C(O)c1cccc(S(=O)(=O)NCCc2ccccc2)c1,3%,3%,-4%,i,-4%,7%,i,0%,-10%
CCCc1nnc(NC(=O)CCC(=O)N2CCN(c3ccccn3)CC2)s1,-8%,-7%,3%,i,0%,-7%,-8%,2%,45%
Cc1ccc(C)c(N(C)S(=O)(=O)c2ccc3[nH]cc(C(=O)NCCN4CCOCC4)c(=O)c3c2)c1,0%[1.53 µM],-1%,5%,i,10%,-4%,i,1%,17%
Cc1nc(N)nc(COc2ccccc2)n1,7%,-3%,6%,i,20%,-8%,i,-2%,11%
COc1ccc(CNS(=O)(=O)c2cc(-c3cc(C)no3)ccc2C(C)C)cc1,-21%,?,4%,.,?,23%,-2%,-1%,?
CN(C)S(=O)(=O)c1ccc(S(=O)(=O)NC2CCOC(C)(C)C2)cc1 (stereo unspecified),6%,1%,7%,i,8%,-20%,-7%[57.5 µM],1%,-1%
CNC(=O)/C(C#N)=C/c1ccc(-c2nc3ccccc3s2)o1,4%,-2%,-10%,i,9%,7%,i,-1%,-5%
O=C(Nc1ccc(F)cc1)NC1(C(=O)NCc2ccco2)CCCCC1,-5%,-1%,2%,i,?,-5%,28%[57.5 µM],0%,20%
CCCN(CC(=O)Nc1ccccc1C)C(=O)c1ccc(C(=O)c2ccccc2)cc1,-11%,0%,3%,i,?,12%,-33%[inhibitor],2%,27%
O=C(OCC(=O)c1cccs1)c1ccccc1,-1%,-1%,11%,i,15%,26%,i,1%,-2%
O=C1CCCC/C1=C/Nc1ccc(S(=O)(=O)Nc2ncccn2)cc1,6%,-2%,-2%,-120%*,19%,-9%,-23%[57.5 µM],-4%,27%
COc1cc(/C=C2/SC(=S)N(CCC(=O)Nc3cccnc3)C2=O)cc(OC)c1OC,0%,6%,6%,i,7%,24%,-27%,.,-30%
O=S(=O)(Nc1ccc2cn[nH]c2c1)c1cc(Br)ccc1Br,-8%,-6%,12%,i,?,3%,i,0%,-7%
C/C(N)=C(/C#N)C(=O)CSc1nc2ccccc2c(=O)n1Cc1ccc(C)cc1,?,0%,10%,i,?,3%[9.22 µM],-23%,-13%,27%
COCCN1C(=O)COc2ccccc2C1C(=O)Nc1c(C)cccc1C (stereo unspecified),5%,0%,-4%,i,2%,?,-13%,.,-2%
Nc1nc2c3ccccc3nc(Cc3ccccc3)n2n1,-4%,-17%,30%,i,84%[activator],22%,-5%[57.5 µM],2%,-1%
CCOc1cc([N+](=O)[O-])cc2c1C(=O)Nc1ccccc1O2,?,2%,8%,i,100%[activator],13%,-9%,-2%,17%
CO[C@@H]1CN(C)C(=O)c2ccc(NC(=O)c3ccccc3F)cc2OC[C@@H](C)N(CC2CCOCC2)C[C@@H]1C,-2%,-1%,-5%,i,14%,-9%,i,.,0%
COc1cccc(CNC(=O)Cn2c(=O)oc3cc(S(=O)(=O)N4CCCCC4)ccc32)c1,-7%,2%,.,i,?,19%,-26%,-2%,16%
COc1cccc(-c2csc3ncnc(Sc4nnnn4C)c23)c1,.,.,0%,.,.,.,-80%[inhibitor],-1%,-18%
COC(=O)c1ccc(Oc2c(C)oc3c(CN4CCN(C)CC4)c(O)ccc3c2=O)cc1,3%,1%,13%,i,1%,-16%,i,-13%,8%
CCCOc1ccc(C(=O)CCC(=O)OCC(=O)Nc2cccc(S(N)(=O)=O)c2)cc1,-14%,10%,4%,i,13%,6%,i,0%,14%
CC(C)(C)c1ccc(NC(=O)c2ccccc2)c([N+](=O)[O-])c1,-3%,1%,-17%,i,-15%,-16%[0.397 µM],-75%[inhibitor],2%,4%
O=C(N/N=C/C(Cl)=C/c1ccccc1)c1ccccc1F,-1%,-3%,-2%,i,33%,-12%,-24%,-3%,10%
CCOC(=O)c1sc(-c2ccc(Br)cc2)cc1N,-2%,-8%,2%,i,0%,19%,-21%,?,14%
O=C(CNC(=O)c1ccc(Cl)cc1Cl)OCC(=O)c1ccc2c(c1)OCCO2,15%,8%,16%,i,-3%,24%,i,-1%,25%
N#CC(=Nc1ccccc1)c1ccccc1,0%,13%,-1%,i,1%,-7%,i,.,-7%
COc1ccc(C(=O)N2CCCCC2c2cc(C(=O)Nc3ccccc3)no2)cc1 (stereo unspecified),5%,22%,-1%,i,10µM*,21%,i,.,?
COc1ccc(CNS(=O)(=O)c2cc(-c3cc(C)no3)ccc2C)cc1OC,-2%,1%,2%,i,0%,2%,-5%,-1%,12%
O=C(O)/C(=C1\OC(=O)c2ccccc21)c1ccccc1,-3%,3%,-2%,i,8%,-7%,i,1%,-1%
NC(=O)NC(Cc1ccccc1)c1ccccc1 (stereo unspecified),5%,0%,-8%,i,?,-13%,0%,0%,-2%
O=C(NCc1ccccc1)c1ccc(NC(=O)N2CCSc3ncccc32)cc1,4%,.,-1%,.,9%,4%,23%,.,9%
O=c1c2c3c(sc2ncn1/N=C/c1ccncc1)CCCC3,7%,7%,2%,i,-3%,16%[9.22 µM],-17%,-4%,5%
Cc1cc(C)n(S(=O)(=O)c2cc(C)c(C)cc2C)n1,1%,1%,4%,i,-7%,-2%,i,-3%,11%
COc1ccc(Cl)c(NCCC(=O)O)c1,4%,.,11%,.,-7%,4%,-9%,-1%,5%
C#CCNC(=O)C1=C[C@H](C2CCCCC2)[C@@H](CCCO)[C@H](OCC)O1,6%,-1%,2%,i,0%,8%,-27%,.,23%

# Exported with values under each structure: part of the list above
# Screens in order – HEK293 tox | aSyn rescue | Abeta yeast res | Akt phos inh | GLP1R inv ag | TDP-43 yeast inh | PTHR1 agonist | MmCpn inh | FUS yeast rescue
COc1ccc(C(=O)N2CCCCC2c2cc(C(=O)Nc3ccccc3)no2)cc1 (stereo unspecified)
 : 5% | 22% | -1% | i | 10µM* | 21% | i | . | ?
COc1ccc(CNS(=O)(=O)c2cc(-c3cc(C)no3)ccc2C)cc1OC
 : -2% | 1% | 2% | i | 0% | 2% | -5% | -1% | 12%
O=C(O)/C(=C1\OC(=O)c2ccccc21)c1ccccc1
 : -3% | 3% | -2% | i | 8% | -7% | i | 1% | -1%
NC(=O)NC(Cc1ccccc1)c1ccccc1 (stereo unspecified)
 : 5% | 0% | -8% | i | ? | -13% | 0% | 0% | -2%
O=C(NCc1ccccc1)c1ccc(NC(=O)N2CCSc3ncccc32)cc1
 : 4% | . | -1% | . | 9% | 4% | 23% | . | 9%
O=c1c2c3c(sc2ncn1/N=C/c1ccncc1)CCCC3
 : 7% | 7% | 2% | i | -3% | 16%[9.22 µM] | -17% | -4% | 5%
Cc1cc(C)n(S(=O)(=O)c2cc(C)c(C)cc2C)n1
 : 1% | 1% | 4% | i | -7% | -2% | i | -3% | 11%
COc1ccc(Cl)c(NCCC(=O)O)c1
 : 4% | . | 11% | . | -7% | 4% | -9% | -1% | 5%
C#CCNC(=O)C1=C[C@H](C2CCCCC2)[C@@H](CCCO)[C@H](OCC)O1
 : 6% | -1% | 2% | i | 0% | 8% | -27% | . | 23%

# The listing continues.
SMILES,HEK293 tox,aSyn rescue,Abeta yeast res,Akt phos inh,GLP1R inv ag,TDP-43 yeast inh,PTHR1 agonist,MmCpn inh,FUS yeast rescue
CC(C)(C)c1ccc(C(=O)Nc2ccc(NC(=O)C(=O)O)cc2)o1,9%,3%,-2%,i,8%,24%,-27%,0%,-44%
Cc1ccc(-n2ncc3c(Nc4ccc(Oc5ccccc5)cc4)ncnc32)c(C)c1,-13%,.,-16%,.,10µM*,?,-9%,.,?
COc1ccc(-c2c(C)nn3c(Cl)c(C)c(C)nc23)cc1,11%,-21%,2%,i,19%,29%,-14%,-3%,22%
CCC(C)NC(=O)c1cc2n(n1)CCCN(Cc1ccc(C)cc1)C2=O (stereo unspecified),7%,.,-10%,.,6%,-2%,i,.,-3%
CC1=C(C(=O)OC2CCCCC2)C(c2ccco2)C2=C(CC(C)(C)CC2=O)N1 (stereo unspecified),4%,4%,13%,i,8.9µM*,8%,-17%,1%,-2%
COCCNC(=O)c1ccc(NS(=O)(=O)c2ccc3[nH]c(=O)[nH]c3c2)cc1,-4%,-6%,-3%,i,9%,12%,i,3%,12%
CN1C(=O)C2(c3ccccc31)c1c(oc3ccccc3c1=O)C(=O)N2CCO (stereo unspecified),2%,-1%,-13%,i,5%,-1%,i,-2%,-19%
c1ccc(CCNc2nc3ccccc3s2)cc1,4%,-5%,?,i,22%,?,-4%[57.5 µM],3%,12%
CCCCCC1CC(/C(C)=N/NC(N)=O)OC1=O (stereo unspecified),-2%,0%,5%,i,23%,18%,i,-2%,9%
CNC(=O)c1ccc(NC(=O)/C=C/c2cccc(F)c2)cc1,5%,-1%,-8%,i,19%,26%,-56%[inhibitor],0%,30%
NC(=O)C1CCN(C(=O)CN2CCN(c3cccc(C(F)(F)F)c3)CC2)CC1,-8%,-5%,-9%,i,2%,-8%,i,1%,14%
Cc1ccc(C2C(C#N)=C(N)Oc3n[nH]c(C)c32)cc1 (stereo unspecified),-35%,-6%,-7%,i,-8%,-8%,-8%,1%,0%
